14-3-3 Bad PPI: disrupts binding of bovine 14-3-3 zeta to phospho-Bad peptide; hit rate 0.71% among 220,000; AID 781; inhibition, % at 21.7 µM; P63103; TR-FRET 14-3-3zeta/Dy647-pBad peptide displacement, 1 h;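 active means inhibition above about 70%, limit read from the data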;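 further: 0% = full 14-3-3 plus peptide FRET controls and 100% = background without 14-3-3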
Runt-CBFb FRET: inhibitors of human RUNX1 Runt domain binding to CBFb; Cerulean-Runt/Venus-CBFb FRET ratio 530/480, 1 h; inhibition, % at 20 µM; hit rate 0.46% among 220,000; AID 1496;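 active means inhibition over about 50% at 20 µM in the single-dose screen, limit read from the data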;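 further: 0% = DMSO wells and 100% = excess unlabeled CBFb competitor control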
Target sequence (Q01196 whole entry, looked up, the tested form may be a part): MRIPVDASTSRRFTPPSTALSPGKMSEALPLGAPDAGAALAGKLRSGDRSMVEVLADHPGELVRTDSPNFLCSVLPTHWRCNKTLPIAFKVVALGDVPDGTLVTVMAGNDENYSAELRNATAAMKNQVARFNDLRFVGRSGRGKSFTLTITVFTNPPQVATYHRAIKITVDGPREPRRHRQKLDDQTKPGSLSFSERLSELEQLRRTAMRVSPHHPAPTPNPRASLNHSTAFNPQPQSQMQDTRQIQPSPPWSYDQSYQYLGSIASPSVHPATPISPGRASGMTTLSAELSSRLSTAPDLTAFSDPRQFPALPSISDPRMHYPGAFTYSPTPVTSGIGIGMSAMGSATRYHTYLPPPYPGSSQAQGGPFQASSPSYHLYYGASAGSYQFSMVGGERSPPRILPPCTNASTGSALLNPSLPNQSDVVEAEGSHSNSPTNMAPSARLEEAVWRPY
Target sequence (Q13951 whole entry, looked up, the tested form may be a part): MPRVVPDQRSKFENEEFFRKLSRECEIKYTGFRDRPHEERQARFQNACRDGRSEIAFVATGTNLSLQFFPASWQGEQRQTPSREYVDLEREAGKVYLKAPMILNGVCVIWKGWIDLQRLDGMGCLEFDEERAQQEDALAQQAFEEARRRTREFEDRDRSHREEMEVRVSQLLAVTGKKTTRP
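test system = Cerulean-tagged RUNX1 Runt domain (FRET donor) fusion protein | reagent = Venus-CBFb binding partner, 100 nM | incubation = protein complex preformed 1 h, compound exposure 1 h, room temperature, dark | detection = FRET fluorescence | read-out basis = loss of energy transfer signal | controls = 5 µM unlabeled CBFb as full-inhibition high control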
FXIIa inh 1536: blocks human coagulation factor XIIa protease activity; P00748; purified FXIIa, Boc-QGR-AMC fluorogenic substrate, 2 h; inhibition, % at 5 µM; hit rate 0.3% among 220,000; AID 800; in the data active means inhibition above about 40%;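 further: 0% = enzyme with no compound and 100% = blank without enzyme; many of its hits are not listed in these tables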
KLK5 inh: inhibitors of human kallikrein 5; Q9Y337; recombinant hK5, fluorogenic AMC substrate cleavage; inhibition, % at 5 µM; hit rate 0.59% among 210,000; AID 873;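 active means inhibition of 40% or more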;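 further: 0% = enzyme controls without compound and 100% = no-enzyme blanks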
Target sequence (Q9Y337 67-293 limits assumed): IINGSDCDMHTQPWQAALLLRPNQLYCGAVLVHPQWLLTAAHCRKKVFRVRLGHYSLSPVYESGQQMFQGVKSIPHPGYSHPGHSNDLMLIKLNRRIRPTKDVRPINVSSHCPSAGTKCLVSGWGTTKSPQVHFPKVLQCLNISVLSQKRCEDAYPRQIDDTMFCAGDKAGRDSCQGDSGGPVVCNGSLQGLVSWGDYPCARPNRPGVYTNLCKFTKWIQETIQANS
Runt-SMMHC FRET: blocks binding of human RUNX1 Runt domain to CBFb-SMMHC; Q01196+Q13951; Cerulean-Runt/Venus-CBFb-SMMHC FRET ratio 530/480, 1 h; inhibition, % at 20 µM; hit rate 0.74% among 220,000;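 active means mean inhibition across duplicate retests at 20 µM reaching about 50%, limit read from the data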;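 further: 0% = DMSO wells and 100% = wells with excess untagged CBFb-SMMHC; inhibitors lower the FRET ratio by blocking Runt binding to CBFb-SMMHC; some results filed as inactive read as strong as hits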
FXIa inh: inhibitors of human coagulation factor XIa; inhibition, % at 5 µM; hit rate 0.14% among 220,000; purified FXIa, Boc-Glu-Ala-Arg-AMC fluorogenic substrate; P03951;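 active means inhibition of at least 40%; inactive means inhibition below 40%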;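 further: fluorescence of freed AMC excited at 355 nm; 0% = enzyme without compound and 100% = no enzyme blank; many of its hits are not listed in these tables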
Hck Nef HTS: blocks Nef-activated human Hck kinase | P08631 | Recombinant Hck-YEEI plus Nef, Z-Lyte FRET kinase assay | inhibition, % at 20 µM | hit rate 0.68% among 220,000 | AID 463187;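 active means Hck-Nef kinase inhibition above about 50%, limit read from the data; inactive means inhibition below that limit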;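 further: 0% = DMSO with Hck plus Nef and 100% = Hck alone without Nef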
Wee1 degr inh: human Wee1 degradation inhibition, primary screen. P30291. HeLa Luc-Wee1K328M stability, luciferase luminescence; 100% = proteasome inhibitor MG132 effect. reporter increase, % at 5 µM. hit rate 1.2% among 220,000. AID 1321;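 active means activation above the mean of all tested compounds plus 3 SD, set per screening run, cut at about 8.8% in these data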;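 further: cells exposed to compound for 20 h before luminescence read; 0% = DMSO alone and 100% = MG132 at 30 µM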
Thrombin inh: thrombin (human) inhibition; hit rate 0.26% among 220,000; P00734; alpha-thrombin, Boc-VPR-AMC fluorogenic substrate cleavage; inhibition, % at 5 µM; AID 1046;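 active means inhibition at or above 40%; inactive means inhibition below 40%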;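 further: 0% = enzyme with no compound and 100% = wells without enzyme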
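System – human alpha-thrombin protein · Reagent – Boc-VPR-AMC substrate, 15 µM final · Compound – 5 µM single dose in 0.2% DMSO · Schedule – reaction at room temperature · Technique – AMC fluorescence at 355 nm excitation and 460 nm emission · Read-out basis – % inhibition relative to enzyme controls and enzyme-free blanks · Control set – no-compound enzyme wells and no-enzyme blanks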
* marks the source's active call; other numbers are inactive results; . = not tested or not shown; [ ] = dose if it differs, or a comment.

Screens in order – 14-3-3 Bad PPI	Runt-CBFb FRET	FXIIa inh 1536	KLK5 inh	Runt-SMMHC FRET	FXIa inh	Hck Nef HTS	Wee1 degr inh	Thrombin inh
- CCOc1ccccc1N1CCN(c2nc3ccccc3nc2C(C#N)C(=O)OC)CC1 (stereo not given)
  29.4	12.1	1.8	1.1	11.4	-4.3	2.8	-2.8	-6.2
- Cn1c(NC(=O)Cc2cccc3ccccc23)cc(=O)n(C)c1=O
  -2.4	-0.4	5.4	-10.2	-2.0	-0.7	11.6	13.1*	-6.8
- Cc1cc(C)nc(N2C(=O)CC(Cc3ccc(Cl)cc3)C2=O)n1 (stereo not given)
  -15.6	1.1	2.2	-6.1	1.0	-4.5	19.3	1.4	5.6
- O=C(CCc1nc2ccccc2[nH]1)NCc1ccc2c(c1)OCO2
  -3.1	1.5	3.7	-5.0	-4.6	1.9	-8.9	0.7	-1.5
- COCCSc1ccccc1C(=O)NCc1cccnc1
  -14.4	3.4	2.0	-3.4	-1.3	-5.5	22.3	1.2	-5.7
- CC(=O)CC(C)(C)S(=O)(=O)c1ccc(Oc2ccc(S(=O)(=O)C(C)(C)CC(C)=O)cc2)cc1
  57.7[fluorescence artefact?]	-4.2	4.7	-14.3	-2.2	-6.3	7.4	1.5	-1.8
- Cc1c(C)n(CCC(=O)O)c2ccccc12
  -14.1	3.4	4.1	-14.7	-4.3	-6.8	20.5	-0.4	1.9
- CCc1nnc(NC(=O)/C=C/c2ccco2)s1
  -5.7[fluorescence artefact?]	5.5	1.5	-0.9	-2.4	-5.7	1.0	2.9	-5.9
- Oc1ccc(/C=N/Nc2nc(-c3cccnc3)nc3ccccc23)c(O)c1
  82.8*	-6.2	25.2	39.6	-25.4	42.4*	-22.1	-2.1	6.6
- CN(C(=O)CC1C(=O)NCCN1C/C=C/c1ccccc1)C1CCOCC1 (stereo not given)
  -7.8	0.8	7.2	-1.3	-0.5	-4.8	18.2	4.6	-9.6
- CCn1c(C)cc(/C=C2/SC(=S)NC2=O)c1C
  -2.8	-14.7	3.8	-6.6	-26.0	-1.9	0.9	0.6	-3.9
- COc1ccc(/C=N/NC(=O)c2ccc(CSc3nncn3C)cc2)cc1OC
  -10.6	0.9	6.3	-20.2	3.7	-2.0	17.3	-0.3	-2.9
- CC(C)c1ccc(NC(=O)N2CCc3ccccc3C2)cc1
  3.2	0.5	1.2	-9.2	-3.4	-1.4	17.5	-4.3	-1.9
- CCOC(=O)C1=C(Nc2ccc(C)cc2)CC(C)(O)C(C(=O)OCC)C1c1ccccc1 (stereo not given)
  -2.9	.	1.1	-3.1	0.4	-19.8	1.5	-1.8	-2.4
- CCOC(=O)c1cn(CC)c2cc(N3CCOCC3)c(F)cc2c1=O
  16.4	-0.6	11.9	-18.1	-3.9	6.3	2.6	0.0	-3.3
- COc1ccc(-n2ncc3c(NCC(C)C)ncnc32)cc1
  -5.1	0.7	-11.5	12.2	2.7	1.0	0.3	2.1	-0.6
- COc1ccc([N+](=O)[O-])cc1NC(=O)C1(c2ccccc2)CCOCC1
  -5.0	-2.2	2.7	-11.7	-0.4	-3.6	20.9	-2.8	-14.1
- CCC(C)NC(=O)c1ccccc1-c1ccccc1C(=O)NC(C)CC (stereo not given)
  -9.6	0.5	11.9	.	-0.6	-0.9	3.4	-2.2	-2.8
- O=c1c2ccccc2c(C=NCCCN2CCOCC2)c(O)n1Cc1ccc2c(c1)OCO2
  -4.8	0.8	13.0	4.6	2.1	2.2	-11.0	6.1	3.2
- CC(=O)N1CCN(CC(=O)Nc2cc(S(=O)(=O)N3CCOCC3)ccc2C)CC1
  -8.1	-1.7	10.8	-0.2	1.4	3.0	-17.3	1.7	-0.3
- COc1ccc(Nc2nc(-c3cccs3)nc3ccccc23)cc1
  -16.7	-1.7	7.5	-10.4	-8.1	4.2	4.2	0.9	-2.8
- O=C(COc1ccc2ccccc2c1)N1CCN(c2ccccc2O)CC1
  -7.9	1.7	6.0	-15.6	2.7	4.2	-21.8	0.7	0.3
- Cc1cc(C)c(C)c(Oc2ncnc(N)c2[N+](=O)[O-])c1
  -9.8	0.1	14.5	-8.2	1.5	11.8	3.6	-0.1	-2.9
- O=C(COc1ccccc1)NCc1nnc2c3ccccc3c(-c3ccccc3)nn12
  14.5	-3.1	-0.1	-3.0	-2.3	4.1	7.0	-4.0	-9.7
- Cc1cc(-c2n[nH]c(=S)n2/N=C/c2ccc(C)o2)n[nH]1
  -7.6	13.3	5.4	-3.5	4.4	-2.6	-149.1	1.0	-10.7
- C1CCc2c(nc3nnnn3c2N2CCOCC2)C1
  -0.2	-0.8	16.1	-8.3	-2.7	5.7	-3.9	1.9	4.6
- CCNC(=S)Nc1ccc(Cl)cc1Cl
  -17.5	-0.6	10.6	-10.1	-1.9	7.9	6.4	0.8	-1.4
- Cc1ccc(NCC(=O)N=Nc2c(O)[nH]c3ccc([N+](=O)[O-])cc23)cc1
  -6.6	0.4	2.7	-1.1	-8.3	2.5	23.0	-0.9	-5.7
- COc1cccc(Sc2cc(N3CCOCC3)nc(-c3ccccc3)n2)c1
  -2.8	.	18.9	-33.7	-7.5	7.1	0.9	-2.7	-1.1
- Cc1ccc(N2C(=O)CC(Cc3cc(C)cc(C)c3)C2=O)cc1 (stereo not given)
  -3.2	-2.7	5.7	3.3	0.1	12.1	22.4	1.1	-7.5

Compounds above that have a Cl atom, in the order listed:
Screens in order – 14-3-3 Bad PPI	Runt-CBFb FRET	FXIIa inh 1536	KLK5 inh	Runt-SMMHC FRET	FXIa inh	Hck Nef HTS	Wee1 degr inh	Thrombin inh
- Cc1cc(C)nc(N2C(=O)CC(Cc3ccc(Cl)cc3)C2=O)n1 (stereo not given)
  -15.6	1.1	2.2	-6.1	1.0	-4.5	19.3	1.4	5.6
- CCNC(=S)Nc1ccc(Cl)cc1Cl
  -17.5	-0.6	10.6	-10.1	-1.9	7.9	6.4	0.8	-1.4

Further structures
Screens in order – 14-3-3 Bad PPI	Runt-CBFb FRET	FXIIa inh 1536	KLK5 inh	Runt-SMMHC FRET	FXIa inh	Hck Nef HTS	Wee1 degr inh	Thrombin inh
- COC(=O)C1(CCSC)NC(c2ccco2)C2C(=O)N(C)C(=O)C21 (stereo not given)
  18.8	-1.2	6.6	-15.8	-2.0	-1.6	0.3	-1.8	-1.9
- COC(=O)c1cc(=O)nc2sc3ccccc3n12
  .	-0.3	12.3	-1.1	2.3	2.7	1.7	2.5	2.2
- O=C(O)c1c2c(nc3ccccc13)CCCCC2
  8.1	3.0	12.6	-0.7	-2.2	5.3	0.3	-1.4	-10.4
- CC(=O)Oc1ccc([N+](=O)[O-])cc1N1C(=O)c2ccccc2C1=O
  6.0[fluorescence artefact?]	-4.4	10.0	-0.6	-11.3	0.9	3.4	-1.5	1.3
- CC1N(C)c2cccc3cccc(c23)N1C
  -5.2[fluorescence artefact?]	-11.4	10.2	-9.3	-21.4	10.3	7.8	-1.9	1.8
- Cc1cnc(C(=O)NCC(c2ccccc2)c2ccccc2)cn1
  -2.0	0.0	-2.0	-7.7	-5.3	-3.1	27.1	1.8	-14.9
- CN(C)C(=O)Cn1c(=O)n(C)c2ccccc21
  -1.5	-1.5	12.0	4.7	-0.6	2.6	1.9	0.2	-1.2
- CC1=CC=CC2=N/C(=N\S(=O)(=O)c3ccc(F)cc3F)c3ccccc3CN12
  -6.1	-1.7	6.0	-3.7	1.8	-1.8	24.4	0.8	-1.0
- CCOCCCn1c(=S)[nH]c2ncccc2c1=O
  -2.0[fluorescence artefact?]	-0.4	10.3	1.6	2.8	-2.0	0.3	-0.3	-0.1
- Cc1nn(Cc2ccccc2)c(Cl)c1/C=N/NC(=O)c1cccnc1
  -9.3	0.0	1.4	-17.8	-0.8	1.8	1.7	-1.0	-10.8
- Fc1cccc(CN2CCN(C(=S)NCCc3ccccc3)CC2)c1
  -10.0	-1.9	2.6	-6.0	3.1	-4.2	0.6	-3.1	1.9
- CC(C)CC(=O)NC(=S)NNC(=O)c1cccc([N+](=O)[O-])c1
  -19.0	10.7	13.5	-19.9	-1.2	3.4	16.3	-0.6	.
- O=C(CN1C(=O)c2ccccc2S1(=O)=O)Nc1cccnc1
  -5.1[fluorescence artefact?]	4.8	12.6	2.4	2.8	7.3	3.7	-1.7	1.8
- c1ccc(-n2ncc3c(N4CCC5(CC4)OCCO5)ncnc32)cc1
  12.3	0.5	-2.1	-25.0	-1.8	-1.6	-2.5	2.4	-2.6
- O=C(N=Nc1c(O)[nH]c2ccc([N+](=O)[O-])cc12)c1cc(-c2ccccc2Cl)nc2ccccc12
  94.3*[fluorescence artefact?]	-6.1	6.4	-93.2	-20.6	6.1	30.4	3.5	5.8
- Cn1c(N2CCOCC2)c(/C=N/OC(=O)c2cccnc2Cl)c2ccccc21
  -14.1	10.2	8.3	-1.3	8.4	-3.1	22.9	0.8	0.8
- CCOC(=O)N1CCN(C(=O)Nc2cccc(Cl)c2)CC1
  -14.0[fluorescence artefact?]	0.4	8.1	-24.5	0.2	2.5	0.9	1.1	-4.9
- CCC(NC(=O)NC1CCCCC1)c1ccccc1 (stereo not given)
  -1.7	0.4	10.9	.	0.8	3.1	0.9	-3.7	-0.3
- CCOc1ccc(C2C(C#N)=C(N)Oc3nc[nH]c(=O)c32)cc1OC (stereo not given)
  -7.6	-0.9	17.7	-9.1	3.3	-1.6	1.2	-1.1	-3.7
- CCn1cc(CNC(=O)c2cccc([N+](=O)[O-])c2)cn1
  -2.8[fluorescence artefact?]	-3.2	16.3	-11.9	4.1	9.6	1.3	3.3	-1.2
- O=C(CCn1c(=O)oc2ccccc21)NCCCN1CCCC1=O
  3.8[fluorescence artefact?]	-0.2	10.2	-3.5	0.8	0.2	1.7	-1.1	-4.3
- O=C(O)c1cc(N2C(=O)C3CCCCC3C2=O)ccc1NCc1cccnc1 (stereo not given)
  -8.7	-0.1	9.2	8.7	2.8	6.8	21.4	2.6	-8.5
- CN1CCCN(C(=O)c2cc(-c3cccc4ccccc34)nc3ccccc23)CC1
  -3.8	-0.2	3.0	-3.9	-0.9	-3.9	12.4	-0.2	-5.6
- CCOc1ccc(Cc2noc3c2C(=O)CCC3)cc1OCC
  12.8	1.7	4.9	-8.0	1.5	-5.2	4.5	17.1*	-7.8
- Cc1nc(Cl)c(C(=O)NC(C)(C)C)c(C)c1Cl
  -21.0[fluorescence artefact?]	0.5	6.0	-22.5	-5.0	4.1	1.0	4.1	-2.5
- COc1ccc(CNC(=O)C2CC(c3cccc([N+](=O)[O-])c3)=NO2)cc1 (stereo not given)
  9.7	-1.4	5.1	0.2	-4.7	5.3	0.5	-0.7	-0.4
- Nc1nonc1-c1noc(-c2ccccc2)n1
  8.3	-1.4	9.1	-5.4	1.4	-3.5	-1.7	2.4	-7.9
- O=C(c1cccc(Br)c1)N1CCN(C(=O)c2cccc(Br)c2)CC1
  0.9	1.6	12.0	-3.0	-1.4	-7.5	6.5	0.8	3.4

High-throughput results as filed in PubChem BioAssay.
